High-throughput results (PubChem BioAssay)
NS3 helicase inh: inhibitors of Hepatitis C virus NS3 helicase | NS3 helicase DNA unwinding, Cy5 molecular beacon fluorescence | inhibition, % at 10.9 µM | actives 0.56% (n = 290,000);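 active means inhibition above the mean of all tested compounds plus 3 SD, set per campaign, cut at about 35% in these data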;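 further: 0% = DMSO wells and 100% = thioflavine S control wells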
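Material: hepatitis C virus NS3 helicase domain fragment enzyme; measured by: Cy5 fluorescence, 0 and 60 min reads; control set: DMSO and thioflavine S; incubation: 60 min unwinding reaction at 25 °C after ATP addition; read-out basis: % inhibition from 60/0 min fluorescence ratio, DMSO 0%, thioflavine S 100%; repeats: singlicate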
IMP-1 inhibitor: inhibitors of Pseudomonas aeruginosa IMP-1 metallo-beta-lactamase. purified IMP-1, nitrocefin hydrolysis, epi-absorbance fluorescence. actives 0.45% (n = 290,000). inhibition, % at 5.6 µM. AID 1556;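 active means inhibition above the mean plus 3 SD of all compounds in the same screening run, cut at about 4.5% in these data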;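 further: 0% = IMP-1 with DMSO and 100% = DMSO wells lacking enzyme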
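Test system: recombinant IMP-1 enzyme, purified / Medium: HEPES buffer pH 7.1 with ZnSO4 and Brij 35 / Doses: single dose, 5.6 µM / Times: 25 °C, 15 min preincubation, 25 min reaction / Detection: Epi-absorbance via hydrolysed-nitrocefin quenching of white-plate fluorescence, 480/530 nm, EDTA stop / Evaluation: percent inhibition from optical density relative to buffer-blank wells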
V1aR counter: counter-screen for oxytocin receptor agonists: human V1a receptor agonists. P37288. CHO-V1R cells, Fluo-8 calcium fluorescence, agonist mode; 0% DMSO, 100% 3 nM vasopressin. activation, % at 3 µM. actives 0.25% (n = 320,000). AID 2797;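 active means activation above the mean activation of all tested compounds plus 3 SD, per screening run, cut at about 20% in these data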;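 further: signal is peak over basal fluorescence ratio across a 100 second FLIPR read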
GalR3 antag: blocks the human galanin receptor 3 | actives 0.44% (n = 360,000) | HEK293 GalR3-CNG cAMP membrane potential fluorescence; galR3 body fused to GalR1 C-terminus | AID 651719 | O60755 | inhibition, % at 3 µM;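 active means inhibition above the screen-wide average plus 3 SD, cut at about 13% in these data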;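 further: forskolin and galanin both at EC90 stimulate the cells; cAMP rise reported by CNG channel membrane potential dye signal; 0% = forskolin plus galanin with DMSO and 100% = forskolin alone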
Target sequence (O60755 1-299 limits assumed): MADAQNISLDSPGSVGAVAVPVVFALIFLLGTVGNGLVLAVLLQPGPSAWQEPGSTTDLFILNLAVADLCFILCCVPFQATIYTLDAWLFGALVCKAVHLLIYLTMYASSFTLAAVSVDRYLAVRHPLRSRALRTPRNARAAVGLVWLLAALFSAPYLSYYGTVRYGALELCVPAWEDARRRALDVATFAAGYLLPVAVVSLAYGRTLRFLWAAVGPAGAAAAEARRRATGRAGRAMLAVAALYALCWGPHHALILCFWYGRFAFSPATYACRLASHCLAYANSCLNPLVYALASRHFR
GPR7 antagonist: blocks human GPR7 receptor signaling. GPR7-expressing cells, fluorescence antagonist assay. AID 1861. actives 1.1% (n = 290,000). inhibition, % at 4.4 µM; in the data active means inhibition above about 16%, passing the limit was not always enough;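 further: cells stimulated with the agonist NPW; 0% = agonist with vehicle and 100% = vehicle without agonist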
OXTR agonist: human OXTR agonism; P30559; CHO-OTR cells, Fluo-8 calcium fluorescence; normalized: DMSO 0%, oxytocin 100%; activation, % at 3 µM; actives 0.32% (n = 320,000); AID 2435;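 active means activation above the mean of all tested compounds plus 3 SD, cutoff set per screening run, cut at about 20% in these data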;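 further: peak over basal fluorescence ratio from a 100 s FLIPR kinetic read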
Target sequence (P30559 whole entry, looked up): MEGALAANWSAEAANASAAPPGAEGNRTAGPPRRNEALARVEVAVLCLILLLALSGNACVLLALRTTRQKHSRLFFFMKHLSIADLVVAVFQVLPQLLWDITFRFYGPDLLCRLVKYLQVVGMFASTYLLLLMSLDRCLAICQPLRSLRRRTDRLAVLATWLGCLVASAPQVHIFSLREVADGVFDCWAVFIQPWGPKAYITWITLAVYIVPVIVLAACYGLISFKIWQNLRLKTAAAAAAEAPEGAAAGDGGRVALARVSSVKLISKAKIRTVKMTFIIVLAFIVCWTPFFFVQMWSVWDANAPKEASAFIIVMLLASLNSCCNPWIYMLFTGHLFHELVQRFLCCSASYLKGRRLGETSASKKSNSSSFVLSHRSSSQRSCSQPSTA
PHOSPHO1 block: PHOSPHO1 (human) inhibition; inhibition, % at 13.3 µM; recombinant PHOSPHO1, absorbance phosphatase assay; actives 1.1% (n = 290,000); AID 1565; in the data active means inhibition above about 60%
Target sequence (Q8TCT1 whole entry, looked up): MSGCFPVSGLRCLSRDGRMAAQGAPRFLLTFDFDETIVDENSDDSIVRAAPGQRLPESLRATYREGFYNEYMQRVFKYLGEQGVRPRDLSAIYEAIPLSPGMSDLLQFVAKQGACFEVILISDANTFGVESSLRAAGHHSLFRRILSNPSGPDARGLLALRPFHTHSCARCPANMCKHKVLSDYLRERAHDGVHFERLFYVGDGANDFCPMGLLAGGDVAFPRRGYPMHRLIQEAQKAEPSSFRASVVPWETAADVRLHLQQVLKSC
VIM-2 inhibitor: inhibitors of Pseudomonas aeruginosa VIM-2 metallo-beta-lactamase; purified VIM-2, nitrocefin hydrolysis, epi-absorbance fluorescence; inhibition, % at 5.6 µM; actives 0.89% (n = 290,000);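 active means inhibition above the mean of all tested compounds plus 3 SD, cutoff set per screening run, cut at about 7.5% in these data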;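 further: red hydrolysis product quenches plate fluorescence so inhibitors raise well fluorescence; 0% = enzyme with DMSO and 100% = DMSO without enzyme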
FID counter: counter-screen for HCV NS3 helicase inhibitors: DNA intercalator displacement; AID 1845; DNA fluorescent intercalator displacement, fluorescence; inhibition, % at 7.9 µM; actives 0.17% (n = 290,000); in the data active means inhibition above about 37%;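 further: 0% = vehicle and 100% = reference compound; higher means more ethidium bromide displaced from hairpin DNA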
Numbers without * were called inactive; nt = no result given.

SMILES | NS3 helicase inh | IMP-1 inhibitor | V1aR counter | GalR3 antag | GPR7 antagonist | OXTR agonist | PHOSPHO1 block | VIM-2 inhibitor | FID counter
Cc1ccc(Cn2c(=O)c3c(ncn3C)n(C)c2=O)cc1 | -13 | -3.7 | 0.6 | -7 | -11 | -0.5 | 29 | -0.1 | -9
S=C(c1ccc(-c2ccccc2)o1)N1CCCCC1 | -4 | 0.2 | -1.1 | -3 | -4 | -3.1 | 4 | -1.0 | -11
O=C(O)CCC(=O)NNC(=O)CCCOc1ccc(Cl)cc1Cl | -2 | -2.1 | 0.7 | 1 | -7 | -0.3 | 26 | -2.2 | -4
COC(=O)/C=C1\SC(N)=NC1=O | -2 | -2.9 | 0.5 | -4 | -13 | 0.5 | 17 | -1.6 | -1
CCN(C(=O)c1cccs1)c1nnc(-c2ccncc2)s1 | 4 | -2.1 | -0.3 | -6 | -4 | -0.6 | 4 | -1.8 | -10
O=C(Nc1ccc(Cl)cc1)NC1(C(=O)NCCCN2CCOCC2)CCCCC1 | -3 | -3.4 | -0.3 | 2 | -11 | 0.1 | -4 | -2.1 | 11
COC(=O)CSc1nc2c(c(=O)n(C)c(=O)n2C)n1CCC(C)C | nt | nt | -0.9 | -1 | nt | -2.4 | 36 | nt | nt
CC(=O)c1c(O)c(C)c(-c2ccccc2)n(-c2ccccc2)c1=O | 3 | -2.4 | -1.7 | -4 | -12 | -1.9 | 14 | 0.1 | -9
Cc1ccc(C)c(NC(=S)NNC(=O)c2sccc2C)c1 | 0 | -1.9 | 1.5 | -4 | -9 | 1.1 | 54 | -2.8 | -3
CCCc1ccc2oc(C(=O)NCc3nnc(C)o3)c(C)c2c1 | 6 | -2.0 | nt | -1 | 7 | nt | 31 | -2.5 | -39
COc1ccc(NC(=O)CN2C(=O)C(C)Oc3ccc(C)cc32)cc1 (stereo unspecified) | -5 | -2.1 | 2.0 | -10 | -13 | -1.4 | nt | -2.1 | -12
O=C(O)C1C2C=CC(C2)C1C(=O)NCc1ccccn1 (stereo unspecified) | -6 | -2.6 | 3.9 | nt | -3 | -0.3 | 13 | -1.5 | 1
COc1cc2[nH]c(Cl)c([N+](=O)[O-])c2cc1OC | 3 | -2.2 | 0.6 | -4 | -10 | -0.2 | -12 | -0.9 | -1
CS(=O)(=O)N1CCN(C(=O)Cc2ccccc2Cl)CC1 | -2 | -1.6 | 0.0 | -4 | -11 | 0.3 | 37 | -2.4 | -3
Cc1nn(-c2ccccn2)c2c1-c1nc(N3CCOCC3)ncc1CC2 | -2 | -2.2 | -0.2 | 0 | -5 | -1.8 | 4 | -4.6 | -4
Cc1cccc(NC(=O)Nc2nnc(-c3ccccc3)o2)c1 | 10 | -2.5 | -0.9 | -3 | 0 | -0.3 | 12 | 0.6 | 0
COc1ccc(NC(=O)c2cccn(CC=C(C)C)c2=O)cc1 | 1 | -1.0 | 0.2 | -3 | 10 | -0.3 | -4 | -0.4 | -22
COCCNC(=S)N/N=C(\C)c1ccccc1F | -3 | -1.9 | -0.3 | 6 | -8 | -1.4 | -39 | -0.8 | -1
CCCCN(CCCC)CC(O)Cn1c2ccccc2c(=O)c2ccccc21 (stereo unspecified) | 2 | -1.6 | -1.0 | -9 | 4 | -1.1 | 20 | 1.1 | 2
CCCN(CCC)C(=O)CC(c1ccccc1)C1CCOC(C)(C)C1 (stereo unspecified) | 1 | -2.1 | -1.9 | -5 | -12 | -2.2 | 28 | -3.7 | -36
Cc1ccc(C2(CCNCc3ccc(N(C)C)cc3)CCOC(C(C)C)C2)cc1 (stereo unspecified) | -62 | -4.8 | 12 | -5 | 24 | 11 | 64* | -5.4 | 21
CN1CCC(=NNC(=O)CN(c2ccc(Oc3ccccc3)cc2)S(C)(=O)=O)CC1 | -8 | -0.8 | 1.4 | -1 | -11 | 1.0 | -18 | -1.9 | -13
COc1cc(/C=C2\C(=O)NN(c3ccc(C)cc3)C2=O)cc([N+](=O)[O-])c1O | 26 | -1.6 | 0.8 | -1 | -15 | -0.1 | 34 | 0.2 | -20
CCc1nnc(NS(=O)(=O)c2ccc(NC(=O)c3ccco3)cc2)s1 | 7 | -2.7 | 0.7 | -1 | -18 | 0.8 | -4 | -3.1 | -3
O=C(NC1CCC(O)CC1)c1cc(-c2ccco2)nc2ccccc12 (stereo unspecified) | 12 | -0.8 | -0.7 | -1 | 0 | -0.5 | 20 | -4.3 | -7
CC(=O)C1=C(C)NC(SCC(N)=O)=C(C#N)C1C (stereo unspecified) | 5 | -4.1 | 0.3 | -7 | -7 | 0.5 | 88* | -2.1 | -2
Cc1ccc(NC(=O)c2cc(=O)n(Cc3ccccc3)c(=O)[nH]2)cc1C | -10 | -2.9 | 1.5 | -5 | -2 | -0.1 | -23 | -2.3 | 7
COC(=O)c1[nH]c2ccc(C)cc2c1NS(=O)(=O)c1ccc(F)cc1 | -1 | -1.6 | 0.2 | 1 | -2 | 0.1 | 21 | -5.0 | -4
COc1ccc(OC)c(C2=Nn3c(nnc3-c3cccc(OC(C)C)c3)SC2)c1 | 5 | -2.8 | -0.5 | -4 | -5 | 0.7 | 19 | -1.2 | -2
OCCCc1nc2n(n1)C(c1ccccc1)C=C(c1ccc(F)cc1)N2 (stereo unspecified) | -4 | -4.6 | 0.4 | -4 | -20 | -0.5 | 2 | -0.1 | -14
COCCC(=O)Nc1ccc2c(c1)CN(C(=O)c1ccc(CSC)o1)CC2 | 11 | 0.4 | 0.7 | -7 | -12 | -0.7 | 30 | -0.8 | -17
Cc1ccc(C(=O)NC(=O)CSc2nnc(C)s2)cc1 | 2 | -2.5 | -1.1 | -3 | -14 | -1.0 | -64 | -3.9 | -10
O=C(O)c1cccc(S(=O)(=O)N2CCC(Cc3ccccc3)CC2)c1 | 17 | -0.2 | 2.8 | -10 | 7 | 4.5 | 30 | -0.6 | -26
Cn1c(=O)c2c(nc(Oc3ccc4ccccc4c3)n2C)n(C)c1=O | 0 | -2.9 | 1.2 | -2 | -16 | -0.3 | 21 | -2.0 | -14
CC(C)n1c(SCC(=O)N2CCN(C(=O)c3ccco3)CC2)nc2c1c(=O)n(C)c(=O)n2C | -5 | -2.1 | 0.1 | -6 | -5 | 1.4 | 11 | -1.4 | -30
O=C(On1c(-c2ccccc2)nc2ccccc2c1=O)c1ccco1 | 3 | -1.3 | 0.1 | -5 | 21 | -0.4 | -22 | -1.9 | -1
CC(=O)Nc1cc(C(=O)OCC(=O)c2ccc(C)cc2)ccc1C | -1 | -1.8 | 0.3 | -3 | -6 | -0.9 | 0 | -2.5 | -12
CCOC(=O)c1ccc(NC(=O)C2CCN(S(=O)(=O)CC)CC2)cc1 | 5 | -0.3 | 0.7 | -3 | -11 | 3.0 | 18 | -3.4 | -14
c1ccc(-c2csc3ncnc(N4CCc5ccccc5C4)c23)cc1 | -8 | -3.1 | -1.0 | 2 | -7 | -2.0 | 21 | -2.7 | -16
COc1cc(CC(=O)NCCc2ccc(OCc3ccccc3)cc2)c([N+](=O)[O-])cc1OC | -4 | -1.3 | 8.2 | -3 | 4 | 8.0 | 28 | -2.1 | -1
Cc1ccc(C2CN=NC23CCc2ccccc2C3=O)cc1 (stereo unspecified) | -10 | 0.7 | -1.5 | -3 | -4 | -1.2 | 15 | -3.9 | -9
Cc1cccc(NC(=O)CC2Nc3cccc4cccc(c34)NC2=O)c1 (stereo unspecified) | 45* | -1.4 | 1.3 | -9 | -13 | 3.4 | 49 | 1.0 | -12
CCC1CCC2(CC1)SCC(=O)N2c1ccccc1 (stereo unspecified) | 0 | -1.0 | -0.9 | -5 | -20 | -1.9 | 3 | -0.7 | -38
Cc1ccc(C(=O)C[n+]2ccc(-c3nnc4n3CCC4)cc2)cc1 | -6 | -4.2 | -0.1 | -1 | -2 | -1.2 | 7 | -2.3 | 2
Cn1cccc2[nH]c(=O)nc1-2 | -1 | -2.7 | 1.4 | -6 | -11 | 0.7 | 21 | -1.3 | -1

Reformatted with two lines to a compound: entries from further up.
Order of results: NS3 helicase inh, IMP-1 inhibitor, V1aR counter, GalR3 antag, GPR7 antagonist, OXTR agonist, PHOSPHO1 block, VIM-2 inhibitor, FID counter
- Cc1ccc(C2CN=NC23CCc2ccccc2C3=O)cc1 (stereo unspecified)
 : -10, 0.7, -1.5, -3, -4, -1.2, 15, -3.9, -9
- O=C(On1c(-c2ccccc2)nc2ccccc2c1=O)c1ccco1
 : 3, -1.3, 0.1, -5, 21, -0.4, -22, -1.9, -1

Continuation.
SMILES | NS3 helicase inh | IMP-1 inhibitor | V1aR counter | GalR3 antag | GPR7 antagonist | OXTR agonist | PHOSPHO1 block | VIM-2 inhibitor | FID counter
COc1ccc(-n2nc(C(=O)N3CCC(C#N)CC3)c3c4ccccc4n(C)c3c2=O)cc1 | -5 | -2.9 | 0.3 | 1 | -6 | -0.4 | nt | -2.0 | 2
Nc1nnc(CC(=O)N/N=C/c2ccc(-c3ccccc3Cl)o2)s1 | 10 | -2.0 | -0.6 | -3 | -7 | -1.1 | 4 | -3.6 | -2
CCOC(=O)Cn1nnnc1C(CC)N(Cc1ccccc1)Cc1cc2cc(C)ccc2[nH]c1=O (stereo unspecified) | 2 | -2.8 | 0.1 | -5 | -2 | 0.1 | -38 | -2.2 | -4
O=C(NCc1ccccc1)C1CCCN(c2cnccn2)C1 (stereo unspecified) | 4 | -0.7 | -0.3 | -2 | 11 | -0.3 | 17 | -0.6 | -6
O=C(c1ccccc1Sc1ccc([N+](=O)[O-])cc1Cl)N1CCOCC1 | 8 | -2.3 | 1.3 | 0 | -12 | -0.4 | -11 | -4.0 | -19
Cc1cc2ncn(C(=O)c3c(-c4ccccc4)noc3C)c2cc1C | -3 | -0.3 | -0.5 | -5 | 2 | -1.5 | 29 | -1.6 | 2
CC(=O)NCCNC(=O)c1oc2ccccc2c1CSc1ncn[nH]1 | 0 | -2.1 | -0.4 | 0 | -9 | 0.2 | -23 | -3.1 | 4
CCOC(=O)N1CCN(C(=O)CN2C(=O)CC(C)(C)S(=O)(=O)c3ccccc32)CC1 | 2 | -2.2 | 0.6 | -3 | 6 | 0.4 | -21 | -3.5 | -9
COc1ccc2occ(C(=O)c3ccccc3)c2c1 | -5 | -2.2 | 0.8 | -1 | -7 | -0.8 | 38 | -0.5 | -8
COCCn1nnnc1C(c1ccccc1OC)N1CCN(C(=O)c2ccco2)CC1 (stereo unspecified) | 8 | -2.4 | 1.2 | -9 | -8 | 1.2 | 43 | -2.7 | -23
O=C(COC(=O)c1ccc([N+](=O)[O-])s1)Nc1ccccc1 | 5 | -3.8 | 0.9 | -12 | -2 | 1.1 | -18 | -0.2 | 4
Cc1ccc(C)c(NS(=O)(=O)c2cc(C(=O)N3CCCC3)ccc2Cl)c1 | 0 | -2.4 | 0.1 | 0 | -13 | -0.7 | 34 | -2.2 | -18

Individual results from the entries so far:
c1ccc(-c2csc3ncnc(N4CCc5ccccc5C4)c23)cc1 in FID counter: -16
CCOC(=O)Cn1nnnc1C(CC)N(Cc1ccccc1)Cc1cc2cc(C)ccc2[nH]c1=O (stereo unspecified) in GPR7 antagonist: -2

Outcome played no part in choosing rows. About 4.3% of those tested had a hit in this group.
